Screening results as filed in PubChem.
TLR9-MyD88 block: TLR9-MyD88 interaction inhibition | inhibition, % at 4.98 µM | AID 504734 | 340,000 compounds, 0.21% hits | CHO BLA complementation TLR9-MyD88, CCF4 FRET ratio | Q9NR96+Q99836;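 active = inhibition above the mean over all tested compounds plus 3 SD, cut at about 21% in these data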;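 also: 0% = DMSO only wells and 100% = clavulanate BLA inhibitor control wells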
SRC1 inh: inhibits human SRC1 coactivator; Q15788; HEK293 GAL4-SRC1 luciferase reporter, luminescence; inhibition, % at 3.6 µM; 360,000 compounds, 0.12% hits;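 active = inhibition above the campaign mean plus 3 SD, with each screening campaign given its own cutoff, cut at about 60% in these data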;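 also: 0% = DMSO treated cells and 100% = gossypol at 36 µM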
MC4R barr agon: activates human MC4R beta-arrestin recruitment; AID 540308; U2OS MC4R beta-arrestin complementation, luminescence; percent of melanotan II response, DMSO zero; activation, % at 8.9 µM; P32245; 360,000 compounds, 0.98% hits;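 active = activation above a per-plate cutoff, the mean activation of sample wells on that plate plus 3 SD, cut at about 8% in these data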
Target sequence (P32245 whole entry, looked up): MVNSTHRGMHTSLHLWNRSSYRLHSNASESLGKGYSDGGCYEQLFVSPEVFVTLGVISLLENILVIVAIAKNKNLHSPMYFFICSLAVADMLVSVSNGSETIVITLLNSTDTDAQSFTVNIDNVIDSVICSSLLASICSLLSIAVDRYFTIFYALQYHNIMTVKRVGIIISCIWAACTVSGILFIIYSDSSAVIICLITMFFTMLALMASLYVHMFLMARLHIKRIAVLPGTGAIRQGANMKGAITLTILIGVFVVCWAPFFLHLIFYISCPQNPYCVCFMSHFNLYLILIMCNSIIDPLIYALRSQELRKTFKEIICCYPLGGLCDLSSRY
ABHD5 PLIN5 PPI: blocks binding of human ABHD5 to perilipin-5; Q00G26+Q8WTS1; Split G. princeps luciferase complementation, luminescence, 4 h; inhibition, % at 4 µM; 360,000 compounds, 0.78% hits; AID 602281;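 active = inhibition above the mean inhibition across every tested compound plus 3 SD, cut at about 22% in these data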;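 also: 0% = DMSO only wells and the 100% control is not disclosed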
NR2F2 inh: inhibitors of human COUP-TFII (NR2F2); inhibition, % at 8.6 µM; 370,000 compounds, 0.7% hits; P24468; HEK293T NGFI-A luciferase reporter, luminescence;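 active = inhibition above a per-plate cutoff, mean inhibition of test wells between control levels plus 3 SD, cut at about 38% in these data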;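 also: cells cotransfected with COUP-TFII expression vector driving the NGFI-A reporter; 0% = median of COUP-TF2 test wells and 100% = reporter-only cells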
MC4R antagonist: human MC4R antagonism in cAMP assay. MC4R-expressing cells, MTII-stimulated cAMP, LANCE TR-FRET. 360,000 compounds, 0.48% hits. P32245. AID 540295. inhibition, % at 6.5 µM;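 active = inhibition above its plate's cutoff, the mean of tested wells on that plate plus 3 SD, cut at about 29% in these data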;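 also: 0% = Melanotan II alone and 100% = Melanotan II plus saturating MCL0020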
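Assay system: U2OS-MC4R stable cell line; Also added: Melanotan II; Technique: Eu-cAMP/anti-cAMP TR-FRET, emission 671 nm; Times: 30-min compound, 1-h challenge, 1-h detection, room temperature.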
SRC3 inh: inhibits human SRC3 coactivator; Q9Y6Q9; HEK293 GAL4-SRC3 luciferase reporter, luminescence; inhibition, % at 3.6 µM; 360,000 compounds, 0.17% hits; AID 588352;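 active = inhibition above a per-campaign cutoff, the mean of all compounds plus 3 SD, cut at about 60% in these data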;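 also: 0% = DMSO-treated cells and 100% = gossypol-treated cells at 36 µM; higher means less SRC3-driven luciferase light from the GAL4 reporter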
NOD2 RIPK2 PPI: blocks binding of human NOD2 to RIPK2. CHO BLA complementation NOD2-RIPK2, CCF4 ratio. 360,000 compounds, 0.38% hits. inhibition, % at 4.98 µM. O43353; in the data active = inhibition above about 21%;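 also: 0% = vehicle only and 100% = reference blocker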
NR5A2 inv ag: suppresses constitutive activity of human LRH-1; HEK293T StAR-luciferase reporter, LRH-1 transfected, 24 h; 360,000 compounds, 0.13% hits; O00482; inhibition, % at 3.6 µM;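 active = inhibition above the mean inhibition of all tested compounds plus 3 SD, cut at about 73% in these data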;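 also: 0% = DMSO wells and 100% = reporter-only cells lacking LRH-1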
Target sequence (O00482 whole entry, looked up): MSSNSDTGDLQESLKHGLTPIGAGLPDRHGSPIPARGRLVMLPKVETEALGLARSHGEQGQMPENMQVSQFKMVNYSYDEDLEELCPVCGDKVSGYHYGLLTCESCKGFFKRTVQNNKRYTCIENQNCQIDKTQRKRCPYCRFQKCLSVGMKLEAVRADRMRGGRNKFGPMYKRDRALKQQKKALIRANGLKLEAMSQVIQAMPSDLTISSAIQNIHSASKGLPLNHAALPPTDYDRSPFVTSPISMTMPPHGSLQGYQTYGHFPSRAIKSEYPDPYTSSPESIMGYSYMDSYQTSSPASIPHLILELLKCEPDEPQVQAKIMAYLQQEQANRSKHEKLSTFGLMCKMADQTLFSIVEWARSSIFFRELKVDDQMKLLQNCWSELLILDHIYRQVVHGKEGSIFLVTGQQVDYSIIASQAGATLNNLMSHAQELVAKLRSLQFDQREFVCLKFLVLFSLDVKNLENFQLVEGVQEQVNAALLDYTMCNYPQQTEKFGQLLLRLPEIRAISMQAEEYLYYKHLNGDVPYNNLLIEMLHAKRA
SRC2 inh: inhibits human steroid receptor coactivator 2 | inhibition, % at 9 µM | 370,000 compounds, 0.17% hits | Q15596 | HEK293 GAL4-SRC2 luciferase reporter, luminescence;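 active = inhibition above the mean inhibition of all tested compounds plus 3 SD, set per campaign, cut at about 52% in these data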;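 also: 0% = DMSO treated cells and 100% = cells given Gossypol at 36 µM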
LMP1 NFkB inh: Epstein-Barr LMP1 NF-kappaB reporter inhibition. inhibition, % at 12.5 µM. 350,000 compounds, 0.69% hits. LMP1-induced NF-kappaB luciferase reporter cells, luminescence. AID 504558; in the data active = inhibition above about 41%;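 also: 0% = neutral control wells and 100% = reference inhibitor control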
An asterisk follows results filed as active; . = no result given. An excerpt; count on the stated rates, not on these rows.

TLR9-MyD88 block	SRC1 inh	MC4R barr agon	ABHD5 PLIN5 PPI	NR2F2 inh	MC4R antagonist	SRC3 inh	NOD2 RIPK2 PPI	NR5A2 inv ag	SRC2 inh	LMP1 NFkB inh	structure
-7.4	1.5	-0.5	4.8	-3.5	4.9	7.5	2.6	9.4	25.6	1.3	CC[C@]12c3[nH]c4ccc(Cl)cc4c3CCN1C(=O)[C@@H](CC(=O)NCCCn1ccnc1)C[C@@H]2C(=O)N1CCN(C(=O)C2CC2)CC1
-3.3	-18.9	0.3	2.0	-6.9	-6.1	-13.0	-1.8	3.7	-30.2	12.3	CC(=O)c1ccc(N2CCN(C(=O)C(=O)c3cn(CC(=O)N4CCOCC4)c4ccccc34)CC2)cc1
.	95.9*	.	-15.9	106.3*	.	95.1*	-19.5	102.8*	93.6*	.	CC[C@H](C)[C@@H]1NC(=O)[C@@H](CC(C)C)NC(=O)[C@H](C(C)C)NC(=O)[C@H]2CSSC[C@H](NC1=O)C(=O)N2
1.4	17.0	7.7	-8.4	3.2	1.3	-5.1	2.1	-21.7	9.7	-1.8	FC(F)(F)c1cccc(N2CCN(c3ccc4nnc(-c5ccccc5)n4n3)CC2)c1
-1.2	11.8	-3.1	-3.0	-0.1	1.4	15.8	-2.7	2.8	-51.4	5.6	O=C(NNC(=O)c1ccccc1[N+](=O)[O-])c1ccc(NC(=O)c2ccccc2)cc1
-5.4	-37.6	0.5	-1.5	-23.3	6.0	-31.6	-3.1	-25.7	-14.8	1.2	COc1ccc(NC(=O)c2csc(Cc3ccccc3)n2)cc1
-2.6	7.3	1.0	5.0	12.1	-0.3	-12.5	-1.6	-3.4	9.7	-28.2	CCOC(=O)c1cc(-c2ccccc2)n(CCC(=O)N2CCN(c3ccccn3)CC2)c1C
6.8	9.9	1.1	12.5	2.2	14.0	1.7	0.9	0.2	14.6	1.3	CC1=C(C(=O)N(C)C)CC(CC(=O)NCCCCc2ccccc2)C(=O)N1CCCN1CCCC1=O (configuration not stated)
-1.0	-40.8	-0.9	1.9	-21.9	-3.4	-33.7	1.4	-41.6	-61.6	-1.4	Brc1ccc2nc(CSc3ncn[nH]3)cn2c1
-15.8	-4.3	2.1	-3.7	14.8	-8.4	-7.1	6.1	10.3	32.1	-1.6	O=C(Cn1c(=O)sc2ccccc21)Nc1ccc(O)cc1
-8.3	-19.5	-0.5	0.6	.	1.1	1.4	-4.2	-8.4	.	0.7	COc1cccc(NC(=O)CN2C(=O)C3(OCCCO3)c3ccccc32)c1
3.6	-22.4	-1.6	0.0	-14.8	-4.7	19.6	-4.8	8.7	4.1	-4.6	Cc1c(N=C2NC(=O)C(CC(=O)Nc3ccc(Cl)cc3)S2)c(=O)n(-c2ccccc2)n1C (configuration not stated)
-9.3	-22.4	-1.5	-5.0	-5.1	4.0	8.8	-24.5	5.4	-7.3	0.1	Cc1ncc(CN2CCN(CCC(C)C)C(CCO)C2)s1 (configuration not stated)
-5.7	6.2	-2.0	0.5	11.4	9.7	-23.6	6.0	1.0	1.6	-6.6	CCCCC1CC(CSC(=N)N)OC1=O (configuration not stated)
2.4	-116.8	0.7	-3.7	-39.3	11.3	-73.9	-7.2	-98.6	-44.5	-39.7	CCC(C)c1ccc(NC(=O)C2CC3CCC2C3)cc1 (configuration not stated)
-6.2	6.6	-1.2	1.9	15.0	22.1	8.0	1.1	-4.8	-21.8	-0.7	CC(=O)c1ccc(NC(=O)CCNS(=O)(=O)c2ccccc2F)cc1
-9.8	9.8	3.5	0.0	11.5	-0.7	10.5	-8.4	7.1	-5.3	-0.1	CCn1c(SCc2ccccc2)nnc1-c1ccc(S(=O)(=O)N2CCCCC2)cc1
-2.1	4.3	-1.8	0.1	-3.5	0.7	15.3	-5.3	8.2	-3.8	0.4	COc1ccc(CCNS(=O)(=O)c2ccc(Br)s2)cc1
-8.3	-19.1	3.2	-2.1	-25.5	-6.0	-6.5	4.8	-53.2	-13.1	-16.4	COc1ccccc1N1CCN(C(=O)c2ccc(-c3nc4ccccc4s3)o2)CC1
0.4	-3.0	0.6	-3.2	-4.5	-4.0	-9.1	-3.9	-11.7	-14.1	4.6	COc1ccccc1CC(=O)NN1C(=O)c2ccccc2C1=O
4.5	-41.5	0.6	-7.6	18.2	-0.6	1.7	-4.9	10.0	28.6	-0.5	CCN(CC)CC(=O)Nc1sc(C)c(C)c1C(=O)c1ccc(C)cc1
-1.0	17.9	0.7	-3.2	7.0	15.8	4.0	-23.4	-25.1	-18.3	4.0	Cc1ccoc1C(=O)N1CCN(C(=O)c2occc2C)CC1
-3.9	2.5	1.5	5.0	5.7	2.1	16.4	-17.1	22.8	-17.6	-8.3	Cc1nn(C2CCS(=O)(=O)C2)c2nc(C3CC3)cc(C(=O)Nc3ccc(C(N)=O)cc3)c12 (configuration not stated)
-5.5	0.9	-4.2	-2.1	1.6	7.4	3.7	4.9	-13.2	-20.9	-14.4	Cc1ccccc1COC(=O)CN1C(=O)NC2(CCCC2)C1=O
-8.4	-7.9	2.3	-0.8	-4.0	4.0	-5.7	-0.9	-19.8	1.3	-7.4	Cc1nc2ccc(NC(=O)NCCO)cc2s1
-12.3	0.1	-1.0	1.1	8.7	4.3	-15.0	1.6	4.9	16.6	8.9	Cc1cccc(NC(=O)c2cc(S(=O)(=O)N3CCCCC3)c[nH]2)c1C
2.3	-4.4	-1.2	0.6	3.6	2.3	7.2	2.0	9.8	-26.1	3.8	CCCn1nc(C(=O)OCc2nc(N)nc(Nc3ccccc3C)n2)c2ccccc2c1=O
0.0	26.3	0.3	-9.6	-2.2	7.8	5.4	-3.7	-7.4	-60.4	-12.2	CN1CCN(C(=O)CCN2C(=O)/C(=C/c3cccc(Br)c3)SC2=S)CC1
5.0	-116.1	0.4	-0.8	-68.8	4.8	-98.7	-8.3	-84.8	-168.3	-34.3	CS(=O)(=O)c1ccc2nc(NC(=O)Nc3ccccc3F)sc2c1
-22.0	-6.1	2.2	4.3	-31.7	-0.8	-10.7	0.9	12.0	1.7	-3.9	c1ccc(-c2ccc(C3CCCN3)cc2)cc1 (configuration not stated)
.	-104.4	-0.8	1.8	-58.6	-3.1	-85.1	3.8	-103.9	-69.0	.	CS(=O)(=O)N1CCCCC1c1cc(C(=O)Nc2ccccc2)no1 (configuration not stated)
-1.9	-3.5	-1.7	-7.0	-8.5	20.2	-3.0	5.8	-4.2	4.0	-3.7	c1ccc(N(c2ccccc2)c2nc(N3CCCC3)nc(-n3ccnc3)n2)cc1
-8.6	-0.7	-0.8	-8.4	-4.6	-10.8	12.4	-6.5	9.9	8.4	-1.2	Cn1cccc1/C=C(/C#N)C(N)=S
-5.5	-18.2	-1.7	5.2	15.7	17.3	-11.7	-10.6	2.3	0.2	-3.4	Cc1ccccc1OCC(=O)NCCNC(=O)c1ccccn1
-5.2	1.6	-2.8	-0.1	-13.0	2.4	19.6	6.6	-9.5	3.5	-3.6	COc1cccc(CN2CC(C(=O)NCCCCc3ccccn3)CCC2=O)c1 (configuration not stated)
-11.0	3.4	1.0	-0.2	16.6	9.6	16.4	5.9	-1.2	13.5	3.7	COc1cc(/C=N/NC(=O)c2c(-c3ccccc3)noc2C)cc(OC)c1OC
3.2	-13.3	1.7	3.3	22.8	4.1	-1.8	-5.5	-18.5	-7.2	7.7	Cn1c(=O)n(Cc2ccccc2)c(=O)c2c1nc1n2CCCN1C1CCCCC1
.	-17.6	.	5.6	-15.7	.	-15.1	-9.5	3.3	-5.7	.	CN(C)CCN1CCN(C2CN(C3CCCC3)S(=O)(=O)C2)CC1 (configuration not stated)
.	.	.	-0.7	3.0	.	.	-12.8	-3.2	21.1	.	CC(C)C[C@H]1CN(CCCC[C@H]2CNC(=O)C(=O)N2Cc2ccccc2)C(=O)C(=O)N1CCc1ccc(O)cc1
-7.6	-4.6	-2.5	-0.2	12.9	2.6	-11.7	-1.5	4.8	13.6	-3.3	Nc1nonc1-n1nnc(C(=O)N/N=C/c2ccc(Br)cc2)c1CN1CCOCC1
-2.1	4.2	-0.9	0.7	-12.6	2.3	-0.4	-10.2	44.8	-14.2	8.4	COc1ccc(NC(=O)CSC2=C(C#N)C(c3ccco3)C3=C(CCCC3=O)N2)c(OC)c1 (configuration not stated)
.	3.6	.	-14.5	-22.4	.	12.1	-12.7	-10.9	-5.3	.	Nc1c(-c2cccs2)nc2ccccn12
.	4.9	.	-0.4	-8.6	.	-9.5	-12.4	6.3	-7.4	.	COc1ccc(CN2C[C@H]3CON(C)[C@H]3C[C@H]2c2ccc(-c3ccccc3)cc2)cc1
-14.1	-2.7	-1.4	-5.8	-8.4	6.3	1.7	-10.9	-9.6	-9.0	-3.7	CC(C)NC(=O)NC(=O)CSc1ncccn1
2.4	3.2	-0.4	5.7	1.9	-0.2	19.1	-6.0	5.2	-5.6	-8.8	Cc1ccc(CN2CCN(Cc3ccc4ncccc4c3)CC2CCO)cc1 (configuration not stated)
-2.9	-8.8	-2.8	-1.2	8.6	-1.2	-5.5	-1.1	-5.9	-35.3	-7.6	O=C(Oc1ccc(-c2nnco2)cc1)c1cc(S(=O)(=O)N2CCOCC2)ccc1F
5.3	11.6	0.3	10.9	5.7	-33.6	12.7	0.0	-5.9	-18.2	-4.8	COc1cc2c(cc1OC)-c1cc3ccc(OC)c(OC)c3c[n+]1CC2
-0.5	-6.9	-2.2	-0.3	-12.6	10.9	1.7	1.0	-7.3	-41.1	-13.8	CC(CCCC(C)(C)O)NC(=O)c1ccc(OC2CCN(C(=O)C3CC3)CC2)cc1 (configuration not stated)

Four neighbouring records out of the list so far, for reference:
TLR9-MyD88 block	SRC1 inh	MC4R barr agon	ABHD5 PLIN5 PPI	NR2F2 inh	MC4R antagonist	SRC3 inh	NOD2 RIPK2 PPI	NR5A2 inv ag	SRC2 inh	LMP1 NFkB inh	structure
-2.1	4.2	-0.9	0.7	-12.6	2.3	-0.4	-10.2	44.8	-14.2	8.4	COc1ccc(NC(=O)CSC2=C(C#N)C(c3ccco3)C3=C(CCCC3=O)N2)c(OC)c1 (configuration not stated)
.	3.6	.	-14.5	-22.4	.	12.1	-12.7	-10.9	-5.3	.	Nc1c(-c2cccs2)nc2ccccn12
.	4.9	.	-0.4	-8.6	.	-9.5	-12.4	6.3	-7.4	.	COc1ccc(CN2C[C@H]3CON(C)[C@H]3C[C@H]2c2ccc(-c3ccccc3)cc2)cc1
-14.1	-2.7	-1.4	-5.8	-8.4	6.3	1.7	-10.9	-9.6	-9.0	-3.7	CC(C)NC(=O)NC(=O)CSc1ncccn1
